Screening results: PubChem BioAssay, National Center for Advancing Translational Sciences (NCATS)
TrxR1 substrate: substrates of rat thioredoxin reductase 1 | Potency, µM (titrated, usually from 114 µM), for the others: at the top dose activity change, negative = substrate turnover | purified TrxR1 substrate turnover, NADPH consumption readout | 0.01% of 390,000 active | O89049 | AID 588456; also: % is scaled to controls: 0 for no effect and ±100 for the full control effect; nearly all actives have a fitted effect of over 50% in size
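Rat TrxR1, dispensed at 90 nM, was prereduced with 400 uM NADPH (final) for 5 min at ~22 deg C, then incubated with compound 15 min before 400 uM selenite. A first-read NADPH fluorescence drop versus no-compound background flagged substrates.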
TrxR1 inh: rat TrxR1 inhibition. O89049. 1% of 390,000 active. recombinant rTrxR1, NADPH fluorescence consumption, selenite substrate. Potency, µM (highest dose often 114 µM), for inactives: top-dose activity change, negative = inhibition, actives largely listed as inhibitors; also: % is scaled to controls: 0 for no effect and ±100 for the full control effect; nearly all actives have a fitted effect of over 65% in size
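Rat TrxR1 (90 nM in the dispensed reagent) was pre-reduced with 400 uM NADPH for 5 min at room temperature, then incubated with compound for 15 min. After 400 uM selenite was added, NADPH fluorescence (Ex 340/Em 450 nm) was followed for 8 min.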
USP1 inh: inhibitors of human USP1/UAF1 deubiquitinase. O94782. recombinant USP1/UAF1, Ub-Rhodamine cleavage fluorescence. Potency, µM (doses to about 57.1 µM), inactives show top-dose activity change, negative = inhibition, most hits filed as inhibitors. 0.23% of 390,000 active; also: % is scaled to controls: 0 for no effect and ±100 for the full control effect; nearly all actives have a fitted effect of over 60% in size; inactives centre near -12
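USP1/UAF1 complex (1 nM) preincubated 15 min at room temperature with compound, then Ub-Rho substrate (150 nM final) added. Kinetic fluorescence at 480/540 nm over 6 reads at 60 s intervals; 50 mM HEPES pH 7.8, 0.5 mM EDTA, 0.1 mg/ml BSA, 1 mM TCEP, 0.01% Tween-20.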
RXFP1 ag: agonists of human relaxin receptor RXFP1. HEK293T-RXFP1 cAMP TR-FRET, 30 min; response scale: percent of porcine relaxin response, buffer zero. Potency, µM (series often up to 57.5 µM), for the others: at the top dose activation, most hits filed as activators. 0.3% of 370,000 active. AID 2676; also: % is scaled to controls: 0 for no effect and ±100 for the full control effect; nearly all actives have a fitted effect of over 60% in size; many of its hits are not listed in these tables
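HEK293 cells stably expressing RXFP1, treated 30 min at 37C with compounds plus PDE4 inhibitor Ro 20174; cAMP measured by HTRF TR-FRET. Normalized to buffer and 29 nM porcine relaxin; EC50 by Hill fit.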
Vif-APOBEC3F blk: blocks the Vif interaction with APOBEC3F | HeLa A3F-eYFP + Vif (tagged APOBEC3F with the HIV-1 protein that degrades it), YFP fluorescence increase | Potency, µM (highest dose often 46.1 µM), inactives show at the highest dose activity, negative = active | 0.2% of 390,000 active | AID 602313; also: % of control where 0% means no effect; nearly all actives have a fitted effect of over 65% in size
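HeLa cells stably expressing Vif plus C-terminally eYFP-tagged A3F were seeded, incubated overnight at 37 deg C, dosed with compound, incubated overnight again at 37 deg C. Yellow fluorescence (Ex 488/Em 500-530) reported blocked Vif-mediated A3F-eYFP degradation.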
12-LOX inh: inhibitors of human 12S-lipoxygenase ALOX12; P18054; purified 12hLO, xylenol orange hydroperoxide absorbance; Potency, µM (highest dose often 108 µM), for the others: top-dose activity change, negative = inhibition, usual class: inhibitors; 1.1% of 580,000 active; AID 1671190; also: % is scaled to controls: 0 for no effect and ±100 for the full control effect
Target sequence (P18054 whole entry, looked up): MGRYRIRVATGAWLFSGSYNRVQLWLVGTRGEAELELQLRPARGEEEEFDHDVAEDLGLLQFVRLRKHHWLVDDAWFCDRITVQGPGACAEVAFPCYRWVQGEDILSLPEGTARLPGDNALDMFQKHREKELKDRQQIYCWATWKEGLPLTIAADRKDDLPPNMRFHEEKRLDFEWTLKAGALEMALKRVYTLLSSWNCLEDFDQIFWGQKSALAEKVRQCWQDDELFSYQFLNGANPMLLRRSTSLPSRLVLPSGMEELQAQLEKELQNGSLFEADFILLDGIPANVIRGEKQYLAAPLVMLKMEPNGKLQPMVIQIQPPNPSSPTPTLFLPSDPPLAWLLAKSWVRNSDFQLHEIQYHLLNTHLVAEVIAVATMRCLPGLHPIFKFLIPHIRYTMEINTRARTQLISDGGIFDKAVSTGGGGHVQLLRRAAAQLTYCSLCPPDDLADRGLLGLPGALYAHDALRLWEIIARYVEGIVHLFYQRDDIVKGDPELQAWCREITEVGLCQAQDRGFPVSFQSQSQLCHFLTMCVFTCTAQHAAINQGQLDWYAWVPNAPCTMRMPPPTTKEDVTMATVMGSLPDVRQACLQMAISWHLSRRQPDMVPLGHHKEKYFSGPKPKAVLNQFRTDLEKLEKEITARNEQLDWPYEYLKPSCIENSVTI
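Hydroperoxide product was detected by ferrous iron/xylenol orange as the 573 to 405 nm absorbance ratio. Arachidonic acid at 40 uM (final) was turned over for 30 min at room temperature by 150 nM human 12hLO, pH 7.0 Hepes buffer, after 15 min compound preincubation.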
RGS4 inhibitor: blocks human RGS4-accelerated GTP hydrolysis; Potency, µM (titrated, usually from 114 µM), for inactives: top-dose activity change, negative = inhibition, hits mostly inhibitors; Transcreener GDP fluorescence polarization, RGS4-accelerated GTP hydrolysis; AID 504845; 0.039% of 390,000 active; also: % is scaled to controls: 0 for no effect and ±100 for the full control effect; nearly all actives have a fitted effect of over 75% in size; some results filed as inactive show a strong effect at the top dose
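MLSMR compounds (23 nl, pin-transferred) preincubated 10 min at room temperature with a 500nM (2x) first reagent, then RGS4 at 900nM (2x) plus Transcreener GDP mix added; fluorescence polarization (620/688 nm) read before and after 90 min at 30 °C.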
Vif-A3G inh: blocks the Vif interaction with human APOBEC3G; Potency, µM (series often up to 46.1 µM), for the others: at the highest dose activity, negative = active, usual class: inhibitors; Q9HC16; HeLa A3G-eYFP + Vif (tagged APOBEC3G with the HIV-1 protein that degrades it), YFP fluorescence, overnight; 0.076% of 410,000 active;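 also: % is scaled to controls: 0 for no effect and ±100 for the full control effect; nearly all actives have a fitted effect of over 60% in size; hits raise eYFP signal because A3G escapes Vif-driven loss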
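Read-out is eYFP fluorescence (Ex 488/Em 500-530) from Vif-expressing HeLa A3G-eYFP cells; more signal means A3G escaped Vif-mediated degradation. Cells plated overnight, compound pinned in, incubated overnight at 37 deg C.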
IDH1 R132H inh: inhibitors of human mutant IDH1 R132H. O75874. IDH1-R132H enzyme, NADPH consumption, diaphorase/resazurin fluorescence. Potency, µM (highest dose often 76.6 µM), without a hit: top-dose activity change, negative = inhibition, hits mostly inhibitors. 0.093% of 390,000 active; also: % is scaled to controls: 0 for no effect and ±100 for the full control effect; nearly all actives have a fitted effect of over 65% in size
Target sequence (O75874 whole entry R132H, stated change not applied): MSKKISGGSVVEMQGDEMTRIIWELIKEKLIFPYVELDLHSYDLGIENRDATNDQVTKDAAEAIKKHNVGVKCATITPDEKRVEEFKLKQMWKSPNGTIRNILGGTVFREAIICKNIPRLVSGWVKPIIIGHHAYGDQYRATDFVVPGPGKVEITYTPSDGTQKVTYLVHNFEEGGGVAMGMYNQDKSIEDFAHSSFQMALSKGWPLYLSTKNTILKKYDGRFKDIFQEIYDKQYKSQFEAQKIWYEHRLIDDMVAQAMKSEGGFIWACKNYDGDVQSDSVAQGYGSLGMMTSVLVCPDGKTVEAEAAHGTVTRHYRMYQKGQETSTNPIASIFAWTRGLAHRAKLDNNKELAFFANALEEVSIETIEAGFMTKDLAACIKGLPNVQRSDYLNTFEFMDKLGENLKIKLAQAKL
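IDH1-R132H (0.5 ug/mL dispensed) in pH 7.5 Tris buffer was preincubated 30 min with compound, then given a substrate mix of 0.016 mM NADPH and 2 mM alpha-KG for 80 min at room temperature; remaining NADPH was read by diaphorase/resazurin fluorescence.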
The depositor's hits bear a star; ? = inconclusive; nt = no result given; & = joins results of further samples; [ ] = another dose, or the depositor's remark. Calls follow the shape of the dose curve; as a rule, active = well fitted curve in the direction sought with a large enough effect; inconclusive = small, poorly fitted or top-dose-only effect, or another doubt; inactive = no such curve, though single readings can be large; an effect the other way counts as inactive or inconclusive. Potency is read from the fitted curve at half-maximal effect. The list is partial (hit frequency here may not be typical).

Each structure is followed by: RGS4 inhibitor, TrxR1 inh, RXFP1 ag, 12-LOX inh, USP1 inh, Vif-A3G inh, IDH1 R132H inh, Vif-APOBEC3F blk, TrxR1 substrate
COc1ccccc1C(CNC(=O)c1ccc(OCc2c(C)noc2C)cc1)N1CCCC1 (stereo not drawn)
 : 7%, 20%, -0.2%, 0%, -7%, 2%, -3%, -7%, 3%
Cc1nc2cc(CC(=O)O)ccc2o1
 : -7%, 6%, 3.4%, -4%, -3%, -2%, -6%, 1%, 1%
COc1cccc(COC(=O)C2CCN(S(=O)(=O)c3ccc(Cl)cc3)CC2)c1OC
 : 10%, 19%, 0.4%, 9%, -3%, 6%, -1%, -14%, -2%
CN(C)S(=O)(=O)c1ccc(C(=O)NCCSc2ccc(Br)cc2)cc1
 : 14%, 0%, 2.5%, -19%, -9%, 1%, 8%, -15%, -15%
N/C(=N\OC(=O)CC1CCCCC1)c1cccnc1
 : -2%, 0%[57.1 µM], -1.7%, 9%[57.4 µM], 5%, 1%, -4%, 2%, 1%[57.1 µM]
CCN(CC)C(=O)COc1coc(CN2CCN(c3ccccc3F)CC2)cc1=O
 : 1%, 20%, 0.1%, -8%, -15%, 0%, 11%, 2%, 0%
O=C(CCn1c(=O)c2cccn2c2ccc(F)cc21)NCCc1ccccc1
 : 16%&-12%, 8%&-6%, 2.0%&-0.3%, ?, ?, 3%&-3%, -11%&0%, -8%&2%, -3%&-5%
Cc1cc(N2C(=O)c3ccc(C(=O)Nc4ccccc4O)cc3C2=O)no1
 : -6%, 14%, -1.3%, ?, -17%, -1%, 3%, -1%, -4%
CS(=O)(=O)CCC(C(=O)n1nnc2ccccc21)N1C(=O)c2ccccc2C1=O (stereo not drawn)
 : 33%, 5%, -0.3%, 38%[activator], -13%, 0%, 1%, 1%, 2%
O=C(NCCc1ccccc1)c1ccc(CSc2nc3cccnc3n2Cc2ccccc2F)cc1
 : -23%, 18%, 4.1%, ?, ?, 1%, -13%, 3%, 5%
O=C1c2ccccc2-c2ccc(C(=O)N3CCOCC3)cc21
 : -11%[56.9 µM], 2%, 0.2%, -3%, -15%, -4%, 7%, 5%, -6%
O=C(c1ccco1)N1CCN(CC2CC3C=CC2C3)CC1 (stereo not drawn)
 : 12%, -16%[57.1 µM], 2.2%, ?, -16%, -2%, -5%, -2%, 0%[57.1 µM]
Cc1cc(F)ccc1S(=O)(=O)NCC(c1ccco1)S(=O)(=O)c1cccs1 (stereo not drawn)
 : -47%, 1.1µM*, 1.6%, -21%, -18%, 0%, 19%, -1%, 6%[57.1 µM]
COc1cccc(C#Cc2ccc3c(c2)O[C@H](CN(C)S(=O)(=O)c2ccccc2F)[C@H](C)CN([C@H](C)CO)S3(=O)=O)c1
 : nt, nt, nt, ?, -2%, -2%, 4%, -1%, nt
COc1ccc(C2COC(=O)C2=N)c(NC(=O)c2ccccc2)c1 (stereo not drawn)
 : -12%, -3%, 4.0%, 7%, -12%, 0%, 7%, 2%, -7%
COc1ccc(NC(=O)[C@@H]2CCCN2S(=O)(=O)c2ccccc2F)cc1S(=O)(=O)N1CCCCC1
 : 5%, -5%[2.29 µM], nt, -3%, 4%, 0%, -2%, 8%, -6%[2.29 µM]
CC(O)c1cccc(NC(=O)CC(c2ccccc2)c2ccccc2)c1 (stereo not drawn)
 : 5%, 18%, 1.5%, 1%, -22%, 4%, 7%, 3%, -1%
Cc1cc(C)cc(NC(=O)CCc2c(C)nc3nc(CNC(=O)c4cccc(F)c4)nn3c2C)c1
 : -17%, 16%, 4.2%, -6%, -12%, -4%, 5%, 0%, 6%
Cc1ccc(C)c(NC(=O)CN(C)C(=O)c2cc(S(=O)(=O)N3CCOCC3)ccc2N2CCCC2)c1
 : -40%, -7%, 0.9%, 12%, -16%, -3%, 7%, ?, -8%
CCOC(=O)c1c(C)oc(NC(=O)COc2ccc(Cl)cc2C)c1C#N
 : 2%[56.9 µM], 9%, 0.9%, 29%, -24%, -8%, -2%, -2%, 6%
Cc1ccc(S(=O)(=O)NC(=O)CSc2nc3ccccc3s2)cc1
 : -13%, 14%, 0.0%, ?, 0%, -1%, 2%, -6%, 7%
Cc1ccc(S(=O)(=O)N2CCCN(S(=O)(=O)C3CCS(=O)(=O)C3)CC2)cc1 (stereo not drawn)
 : 16%, 17%, 0.6%, -11%, -8%, -1%, 5%, -1%, 9%
CCC(C)C(NC(=O)C1CCC(C)CC1)C(=O)Nc1ccc(OC)cc1OC (stereo not drawn)
 : -8%, 18%, -0.8%, 10%, -21%, 2%, 9%, 3%, 4%
COc1ccc(CNC(=O)C(c2ccco2)N(C(=O)c2ccccn2)c2ccccc2)cc1 (stereo not drawn)
 : 2%, 16%[0.0914 µM], 0.1%, -19%, -13%, -5%, 6%, -4%, -1%[57.1 µM]
O=C(CNS(=O)(=O)Cc1ccccc1)NCc1ccccc1
 : -38%, 18%, 1.0%, 17%, 1%, 0%, 11%, ?, 6%
Cc1ccc(OCc2cc(C(=O)N(C)Cc3cnc4ccccn34)no2)cc1C
 : -54%[56.9 µM], 12%, 0.3%, 6%, -20%, 5%, 0%, -13%, -5%
Cc1ccc(N/C(N)=N/c2nc(CSc3ccccn3)cc(=O)[nH]2)c(C)c1
 : -24%, 41%[57.1 µM], -0.2%, 10%, -12%, -6%, 7%, -1%, -15%[57.1 µM]
COc1cc(C(=O)Nc2ccc3ccccc3c2)cc(OC)c1OC
 : 41%, 31%, -0.4%, 31%[activator], 3%, ?, -10%, 15%, -1%
COc1ccc(/C=C2/CC/C(=C\c3ccc(OC)c(OC)c3OC)C2=O)c(OC)c1OC
 : -15%, -10%, 2.7%, 6%, -19%, -14%, 1%, ?, -5%
O=C(NCc1ccccn1)Nc1cccc(Cl)c1Cl
 : 17%, 21%, -1.5%, 8%, -5%, -8%, 19%, -4%, 1%
CCOC(=O)c1c(NCc2ccccc2)n[nH]c1C
 : 4%, -10%, 0.1%, ?, -6%, 2%, 0%, 1%, -10%
O=C(c1cc(COc2ccccc2)on1)N1CCCC(CN2CCOCC2)C1 (stereo not drawn)
 : -19%[56.9 µM], 24%[57.1 µM], 1.7%, -3%, -20%, -5%, -2%, 1%, 10%[57.1 µM]
COc1ccccc1/C=C(\C#N)C(=O)c1cccn1C
 : 4%, -25%, -3.1%, -15%, -2%, 1%, 1%, -4%, -9%
Cc1c(Cl)cccc1NC(=S)NNS(=O)(=O)c1ccc([N+](=O)[O-])cc1
 : -35%, -7%, 2.9%, -33%, 0%, -1%, -1%, -18%, -7%
CCOC(=O)N1CCN(C(=O)CS(=O)(=O)c2cn(Cc3ccccc3Cl)c3ccccc23)CC1
 : -17%, 13%[57.1 µM], 2.8%, 17%, -17%, -1%, 14%, 2%, 6%[57.1 µM]
CN(C)c1ccc(N2C(=NC(=O)CCc3ccccc3)SC3CS(=O)(=O)CC32)cc1 (stereo not drawn)
 : 32%, -12%, 0.2%, -13%, -6%, 1%, 4%, 1%, 2%
COc1ccc(OC)c(CNC(=O)CCCc2cn(C)c3ccccc23)c1
 : -16%, 2%, -0.2%, 25%, -17%, -2%, 12%, -10%, 2%
COCCNC(=O)CCC1CCN(Cc2ccc(-c3ccccc3)cc2)CC1
 : -16%, 9%, 0.5%, 0%, -7%, 1%, -13%, -4%, 2%
Cn1c(=O)c(C(=O)CN2CCN(Cc3ccc4c(c3)OCO4)CC2)c(N)n(Cc2ccccc2)c1=O
 : -10%, 13%, 0.9%, 0%, -13%, 0%, 1%, 0%, -6%
Cn1c(SCC(=O)N2CCOCC2)nnc1-c1ccc(NC(=O)c2ccccc2F)cc1
 : 18%, 19%, 0.5%, 4%, 3%, 0%, 2%, 1%, -3%
CC(=O)N1[C@H](C)C=C[C@]1(Cc1ccccc1)C(=O)NCCc1c[nH]c2ccccc12
 : -10%, 19%, 0.7%, nt, -27%, -4%, -3%, -4%, 5%
CCN(CCCNC(=O)CN(C)S(=O)(=O)c1cccc2nsnc12)c1cccc(C)c1
 : 24%, 10%[57.1 µM], 1.5%, -6%, -5%, 3%, -3%, 7%, 7%[57.1 µM]
O=c1cc(-c2ccc(C(F)(F)F)cc2)oc2ccccc12
 : 2%, 22%, nt, -27%, -22%, -1%, 9%, 1%, 2%

Gathered by group: those above containing a cyano group (2)
Each structure is followed by: RGS4 inhibitor, TrxR1 inh, RXFP1 ag, 12-LOX inh, USP1 inh, Vif-A3G inh, IDH1 R132H inh, Vif-APOBEC3F blk, TrxR1 substrate
CCOC(=O)c1c(C)oc(NC(=O)COc2ccc(Cl)cc2C)c1C#N
 : 2%[56.9 µM], 9%, 0.9%, 29%, -24%, -8%, -2%, -2%, 6%
COc1ccccc1/C=C(\C#N)C(=O)c1cccn1C
 : 4%, -25%, -3.1%, -15%, -2%, 1%, 1%, -4%, -9%
